From PubChem
Shiga toxin inh: inhibitors of Shiga toxin in Vero cells; inhibition, % at 38.7 µM; Vero cells, Shiga toxin protein synthesis inhibition reporter; AID 2315; hit rate 9.2% among 290,000; in the data active means inhibition mostly above about 28%, no sharp cut-off; inactive means mostly below about 43%; further: 0% is about no effect
TbPYK inhibitor: T. brucei pyruvate kinase inhibition. Q57TT1. TbPYK enzyme, Kinase-Glo Plus ATP luminescence, 45 min. Potency, µM (highest dose often 76.8 µM), for inactives: at the top dose activity, negative = inhibition, usual class: inhibitors. hit rate 0.12% among 410,000. AID 624173; further: potency means the concentration at half of the fitted maximal effect; on the % scale 0 is the no-effect control and ±100 the full control effect; nearly all actives have a fitted effect of over 50% in size
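Luminescence from Kinase-Glo Plus, added after a 45-minute room-temperature reaction, served as the end-point read-out. The enzyme and substrate were preincubated with compound before ADP (130 uM final) initiated turnover. Concentration-effect curves came from normalized qHTS data.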
LmPK inhibitor: inhibitors of Leishmania mexicana pyruvate kinase; Q27686; purified LmPK, Kinase-Glo ATP luminescence, 1 h; hit rate 0.37% among 290,000; Potency, µM (highest dose often 57.5 µM), for the others: at the highest dose activity change, negative = inhibition, actives largely listed as inhibitors; further: potency means the concentration at half of the fitted maximal effect; on the % scale 0 is the no-effect control and ±100 the full control effect
Target sequence (Q27686 whole entry, looked up): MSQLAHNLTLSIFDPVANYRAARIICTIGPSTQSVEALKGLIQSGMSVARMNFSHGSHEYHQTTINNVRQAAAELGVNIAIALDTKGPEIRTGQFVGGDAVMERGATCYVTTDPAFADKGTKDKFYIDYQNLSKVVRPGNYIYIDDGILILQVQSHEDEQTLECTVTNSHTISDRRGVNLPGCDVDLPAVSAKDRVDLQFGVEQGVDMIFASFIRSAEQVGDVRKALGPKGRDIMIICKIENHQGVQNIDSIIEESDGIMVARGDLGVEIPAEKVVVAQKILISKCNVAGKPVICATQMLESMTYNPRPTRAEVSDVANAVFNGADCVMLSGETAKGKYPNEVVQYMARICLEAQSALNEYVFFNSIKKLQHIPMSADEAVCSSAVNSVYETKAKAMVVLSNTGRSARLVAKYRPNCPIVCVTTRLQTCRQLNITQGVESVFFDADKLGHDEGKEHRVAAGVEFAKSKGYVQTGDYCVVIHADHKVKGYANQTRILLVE
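qHTS format; LmPK 0.1 nM; substrates PEP 0.5 mM and ADP 0.1 mM. One-hour room-temperature incubation, then coupled luciferase luminescence; 0.5 nM enzyme wells mark activation.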
Pf growth 48h: P. falciparum growth inhibition at 48 hours (one generation) | P. falciparum luciferase growth in erythrocytes, 48 h | Potency, µM (series often up to 28.7 µM), without a hit: at the highest dose activity change, negative = inhibition, actives largely listed as inhibitors | hit rate 5.9% among 310,000 | AID 504832; further: potency means the concentration at half of the fitted maximal effect; on the % scale 0 is the no-effect control and ±100 the full control effect
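Read-out is firefly luciferase luminescence from an integrated reporter in P. falciparum, so falling signal marks reduced parasite growth. Infected erythrocytes were at 2% hematocrit and 0.1% parasitemia (final) in Albumax-supplemented RPMI 1640.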
Cycloheximide cs: counter-screen for Shiga toxin inhibitors: cycloheximide protein synthesis inhibition | max response, % | cell reporter, cycloheximide protein synthesis inhibition counterscreen | hit rate 12% among 300,000; in the data active means max response mostly above about 13%, no sharp cut-off; inactive means mostly below about 14%; further: read at 38.3 µM for the half of the compounds with a filed dose; 0% is about no effect
Pf growth 96h: P. falciparum growth inhibition at 96 hours; hit rate 6.9% among 320,000; P. falciparum luciferase reporter growth, 96 h; AID 504834; Potency, µM (doses to about 28.7 µM), without a hit: at the highest dose activity change, negative = inhibition, most hits filed as inhibitors; further: potency means the concentration at half of the fitted maximal effect; on the % scale 0 is the no-effect control and ±100 the full control effect
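P. falciparum expressing integrated firefly luciferase, in erythrocytes at 2% hematocrit, 0.05% parasitemia, incubated with compounds 96 h at 37 C, 5% CO2. Growth inhibition read as loss of luminescence; two-generation exposure targets delayed-death apicoplast inhibitors.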
HCV inhibitor: inhibitors of hepatitis C virus infection; Huh7.5.1 HCVcc-Cre infection, luciferase reporter, 44 h; Potency, µM (highest dose often 41.8 µM), for inactives: top-dose activity change, negative = inhibition, hits mostly inhibitors; hit rate 3.4% among 340,000; AID 651820; further: potency means the concentration at half of the fitted maximal effect; on the % scale 0 is the no-effect control and ±100 the full control effect
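Seed cells (1,000/well) for 4 h; treat with compound and infect with HCVcc-Cre, moi about 0.5. Incubate 44 h, then detect luciferase activity.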
* hit, by the source's call; ? = inconclusive; / = not tested or not shown; & = joins results of further samples; [ ] = remark or other dose. Unless noted, the call rests on the fitted dose curve; in most records, active means well fitted curve in the direction sought with a large enough effect; inconclusive means small, poorly fitted or top-dose-only effect, or another doubt; inactive means no such curve, though single readings can be large; an effect the other way counts as inactive or inconclusive.

molecule	Shiga toxin inh	TbPYK inhibitor	LmPK inhibitor	Pf growth 48h	Cycloheximide cs	Pf growth 96h	HCV inhibitor
CCc1ccc(-n2c(SCc3cc(=O)n4cc(Br)ccc4n3)nc3[nH]ncc3c2=O)cc1	-12	1%	0%	?	2	?	10µM*
COc1ccc(S(=O)(=O)N2CCOC23CCN(S(=O)(=O)c2ccc(C)cc2)CC3)cc1	/	2%	/	15µM*	/	?	?
CC(C)CNC(=O)c1cc([N+](=O)[O-])ccc1N1CCOCC1	-8	-10%	2%	26%	3	56%[activator]	6%
O=S(=O)(NC1CCCCC1N1CCN(c2ccccc2F)CC1)c1ccc(Cl)cc1 (stereo unspecified)	-2	-18%	11%	?	4	?	?
Cc1ccc(Cl)cc1NC(=O)CCS(=O)(=O)c1cccc2nonc12	17	2%	-5%	3%	-4	36%[activator]	5%
C=CCSc1ccc(S(=O)(=O)N2CCN(C)CC2)cn1	/	-3%	/	4%	/	0%	4%
CCOC(=O)Cn1nnc2c(sc3nc4c(c(-c5ccccc5)c32)CCC4)c1=O	-5	-8%	2%	-12%	-2	/	8%
CC(C)(C)C(=O)Nc1nnc(SCc2ccc(F)cc2)s1	42	/	6%	/	22*	-40%	-12%
CC(C)(C)OC(=O)NN=C(c1ccc(O)cc1)c1ccc(O)cc1	0	0%	5%	-12%	-1	?	5%
COc1cccc(-n2ccnc2SCC(=O)Nc2cc(C)on2)c1	23	2%	2%	-12%	-3	-5%[1.15 µM]	-13%
CC1=CCC2COC(c3ccc[n+](Cc4ccccc4)c3)C1C2 (stereo unspecified)	-8	2%	-4%	1.5µM*	-3	-24%	5%
Cc1cccc(-n2c(=O)[nH]c3c(C(N)=O)nc(-c4ccccc4Cl)nc32)c1	-5	-6%	-3%	?	6	33%[activator]	-16%
CCOC(=O)c1c[nH]c2c(C(F)(F)F)cccc2c1=O	-1	-16%	-8%	7%	-3	?	6%
CCOc1ccc(CNc2cccc(SC)c2)cc1	13	-7%	3%	?	-4	7%	7%
CCN(CC)C(=O)/C=C/c1ccc(OC)c(S(=O)(=O)N2CCCCC2)c1	-2	-2%	10%	-24%	2	10%	2%
C=CCn1c(NCc2ccc(OC)cc2)nc2ccccc21	40*	-7%	-10%	15%	18*	?	-14%
N#C/C(=C\c1ccc[nH]1)C(=O)NCC1CCCO1 (stereo unspecified)	38	0%	0%	92%[activator]	25*	99%[activator]	20%
O=C(CCc1nc2ccccc2c(=O)[nH]1)N1CCCc2ccccc21	/	-1%	/	-36%	/	?	3%
CCCCn1c(N)c(S(=O)(=O)c2ccc(C)cc2)c2nc3ccccc3nc21	-8	3%	0%	?	-4	12µM*	?
CC(C)(C)NC(=O)CSc1nnc(-c2ccncc2)n1Cc1ccccc1	-28	-7%	-3%	-11%	4	29%	12%
O=C(COC(=O)c1ccc(Br)o1)NCC(=O)Nc1ccc(F)cc1	/	-4%	/	-5%	/	?	6%
Cn1c(=O)c(=O)n(C)c2cc(S(=O)(=O)N3CCN(C4CCCCC4)CC3)ccc21	9	0%	0%	/	-4	8.3µM*	13%
O=S(=O)(c1ccccc1)N(Cc1ccc(Cl)cc1)c1ccncc1	12	3%	-3%	6%	-3	33%[activator]	11%
Nc1ccc(-n2nnnc2CN2CCOCC2)cc1	-2	-6%	-1%	19%	-2	?	31%[activator]
O=C(NCn1cnccc1=O)c1ccccc1	-31	-2%	1%	17%	-2	/	0%
S=C(NCc1ccc(Cl)cc1)NC12CC3CC(CC(C3)C1)C2	17	-6%	-1%	12µM*	12	12µM*	?
Cc1ccc(C)c(NC(=O)COC(=O)CC2c3ccccc3CCN2S(=O)(=O)c2ccc(F)cc2)c1 (stereo unspecified)	-4	-4%	0%	?	-7	21%	-9%
COc1ccccc1CCNC(=O)C(=O)NCC1OCCN1S(=O)(=O)c1ccc(C)cc1 (stereo unspecified)	14	-3%	0%	?	1	-8%	-18%
CCc1nnc(NC(=O)Cn2c(=O)oc3ccccc32)s1	-12	-2%	5%	/	-1	-21%	7%
O=C(CCCN1C(=O)S/C(=C\C=C\c2ccccc2)C1=O)Nc1ccc(O)cc1	148*	0%	-1%	?	44*	-26%	13µM*
COc1cccc(CCNC(=O)CCCC(=O)c2ccccc2)c1	15	-4%	-7%	-10%	5	?	-5%
O=C(Nc1ccc(Cl)cn1)c1cccc(F)c1	121*	-11%	?	109%[activator]	32*	147%[activator]	?

Single values from the entries so far.
`Cc1ccc(C)c(NC(=O)COC(=O)CC2c3ccccc3CCN2S(=O)(=O)c2ccc(F)cc2)c1` (stereo unspecified) in LmPK inhibitor has 0%
`COc1cccc(CCNC(=O)CCCC(=O)c2ccccc2)c1` in LmPK inhibitor has -7%
`O=C(CCCN1C(=O)S/C(=C\C=C\c2ccccc2)C1=O)Nc1ccc(O)cc1` in Pf growth 96h has -26%
`O=C(NCn1cnccc1=O)c1ccccc1` in Shiga toxin inh has -31
`COc1ccccc1CCNC(=O)C(=O)NCC1OCCN1S(=O)(=O)c1ccc(C)cc1` (stereo unspecified) in Cycloheximide cs has 1

Continued:
molecule	Shiga toxin inh	TbPYK inhibitor	LmPK inhibitor	Pf growth 48h	Cycloheximide cs	Pf growth 96h	HCV inhibitor
Cc1ccc(-c2nnnn2CS(=O)(=O)c2ccccc2)cc1	20	-4%	-7%	21%	19*	18%	22%
COc1ccc(-c2nc(CS(=O)CC(=O)NC3CCC(C)CC3)c(C)o2)cc1OC (stereo unspecified)	60*	-1%	-4%	52%[activator]	33*	13%	-7%
CC(/C=C1\SC(=S)N(NC(=O)c2cccc(O)c2)C1=O)=C\c1ccccc1	-6	5%	2%	2%	9	?	7%
O=C(c1ccccc1)N1CCN(C(=O)c2nn3c(C(F)(F)F)cc(-c4ccccc4)nc3c2Br)CC1	-4	-8%	-1%	8.3µM*	5	21%	?
CCOC(=O)N1CCN(C(=O)c2ccc(CS(=O)(=O)c3c(Cl)cccc3Cl)o2)CC1	12	-4%	3%	?	-1	5%	-1%&-2%
O=C(/C=C/c1cn(CC(O)CN2CCCCC2)c2ccccc12)c1cccs1 (stereo unspecified)	32*	-5%	0%	8.3µM*	5	?	?
CSc1ncc(C(=O)Nc2ccccc2Cl)c(C)n1	6	1%	-2%	-23%	1	?	-5%
Cc1ccccc1N=C1SCC(=O)N1Cc1ccccc1	-5	-9%	1%	-1%	-4	8%	?

Additional compounds follow.
Results follow in this order: Shiga toxin inh | TbPYK inhibitor | LmPK inhibitor | Pf growth 48h | Cycloheximide cs | Pf growth 96h | HCV inhibitor
C=C(C)C1CC=C(C)/C(=N/NC(=O)c2ccc(NC(=O)c3cccc(C)c3)cc2)C1 (stereo unspecified)
 : 13 | 3% | 0% | -8% | -1 | 0% | ?
NC(=O)c1nsc(C(=O)N(c2ccc(F)cc2)C(C(=O)NC2CCCC2)c2ccncc2)c1N (stereo unspecified)
 : 2 | 1% | 7% | -24% | 6 | -16% | -12%
COc1cccc(-n2nnc(S(=O)(=O)c3ccc(C)cc3)c2N)c1
 : -6 | -11% | 4%[11.5 µM] | -8% | -1 | -17% | 3%
CNC(=O)c1cc(C(=O)c2ccc(F)cc2C(F)(F)F)c[nH]1
 : -12 | 1% | 0% | -8%[0.00184 µM] | -5 | 5% | -24%
CC(C)C(=O)NC(Nc1ccc(S(N)(=O)=O)cc1)C(Cl)(Cl)Cl (stereo unspecified)
 : -3 | 1% | 4% | -2% | 2 | 101%[activator] | 0%
CC(=O)c1c(C)[nH]c(C(=O)Nc2cccc(S(=O)(=O)N(C)c3ccccc3)c2)c1C
 : 2 | 1% | 8% | ? | -5 | ? | 25µM*
CC1Sc2ccc(S(=O)(=O)N3CCC(C(=O)N(C)Cc4ccccc4)CC3)cc2NC1=O (stereo unspecified)
 : 10 | 1% | 0% | 9.3µM* | -2 | 5.9µM* | ?
Cc1nc2ccc(C(=O)N3c4ccccc4CC3C)cc2s1 (stereo unspecified)
 : 1 | -7% | 0% | ? | 1 | 9% | ?
C=CCC1(CC=C)CCCN1C(=O)CC1C(=O)NCCN1Cc1cc(OC)cc(OC)c1 (stereo unspecified)
 : -10 | 1% | 2% | 15µM* | 1 | ? | 4%
COc1ccc(CCNc2oc(Cc3cccc4ccccc34)nc2C#N)cc1OC
 : 1 | -7% | 2% | 6.6µM* | 8 | ? | 7.9µM*
COc1ccccc1-c1nnc(NC(=O)c2ccc(S(=O)(=O)N(C)Cc3ccccc3)cc2)o1
 : -5 | 3% | 1% | -14% | -1 | 10µM* | ?
Cc1ccc(O)c(-c2cc(C(F)(F)C(F)F)nc(-c3ccccc3)n2)c1
 : -9 | -1% | -3% | ? | -2 | 8.3µM* | ?
Cc1c(C(=O)N2CCOCC2)[nH]c2ccc(OCc3ccccc3)cc12
 : 5 | -18% | 7% | ? | 1 | 18% | ?
CN1CCN(c2ncnc3scc(-c4ccccc4Cl)c23)CC1
 : -16 | -7% | -1% | ? | -6 | 5.9µM* | -16%
CCCCCNC(=O)CN(c1ccc2c(c1)OCO2)S(C)(=O)=O
 : -3 | 5% | 1% | ? | 0 | ? | 18%

Among those listed so far, these contain two or more sulfur atoms.
Results follow in this order: Shiga toxin inh | TbPYK inhibitor | LmPK inhibitor | Pf growth 48h | Cycloheximide cs | Pf growth 96h | HCV inhibitor
COc1ccc(S(=O)(=O)N2CCOC23CCN(S(=O)(=O)c2ccc(C)cc2)CC3)cc1
 : / | 2% | / | 15µM* | / | ? | ?
C=CCSc1ccc(S(=O)(=O)N2CCN(C)CC2)cn1
 : / | -3% | / | 4% | / | 0% | 4%
CC(C)(C)C(=O)Nc1nnc(SCc2ccc(F)cc2)s1
 : 42 | / | 6% | / | 22* | -40% | -12%
CC(/C=C1\SC(=S)N(NC(=O)c2cccc(O)c2)C1=O)=C\c1ccccc1
 : -6 | 5% | 2% | 2% | 9 | ? | 7%
CC1Sc2ccc(S(=O)(=O)N3CCC(C(=O)N(C)Cc4ccccc4)CC3)cc2NC1=O (stereo unspecified)
 : 10 | 1% | 0% | 9.3µM* | -2 | 5.9µM* | ?

The list continues:
Results follow in this order: Shiga toxin inh | TbPYK inhibitor | LmPK inhibitor | Pf growth 48h | Cycloheximide cs | Pf growth 96h | HCV inhibitor
CCN(CC)C(=O)Cn1cc(SCC(=O)NC)c2ccccc21
 : -2 | -20% | 0% | 14% | -4 | 12µM* | 3%
CCCOc1ccccc1Nc1nnc(C)c(=O)[nH]1
 : -12 | -4% | 3% | 15% | -2 | 13µM* | 13%
O=C(COC(=O)c1cccc([N+](=O)[O-])c1)NCC1CCCO1 (stereo unspecified)
 : 24 | -9% | -6% | 17% | 6 | 33% | 10%
COc1cccc(CC(=O)OCC(=O)NCC(=O)Nc2cccc(C)c2C)c1
 : / | 5% | / | 1% | / | 19% | 4%
O=C(COC(=O)C1CC2C=CC1C2)Nc1ccc2c(c1)OC(F)(F)O2 (stereo unspecified)
 : 32 | -1% | 9% | ? | 10 | -5% | 6%
CC1(C)Cc2c(sc(NC(=O)/C=C/C(=O)O)c2C#N)CO1
 : 1 | -7% | -14% | 4.1µM* | -2 | 2.9µM* | 14%
